PG9 Ab binder: PG9 antibody binding by small molecule; TR-FRET gp120-PG9 antibody binding; inhibition, % at 6.7 µM; 360,000 tested, 0.43% active; AID 624416; in the data active = inhibition above about 8.5%
TDP2 absorb: blocks human TDP2 phosphodiesterase activity; recombinant TDP2, T5PNP hydrolysis, p-nitrophenol absorbance 415 nm; inhibition, % at 12.8 µM; O95551; 370,000 tested, 0.34% active;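 active = inhibition above the mean of all tested compounds plus 3 SD, set per campaign, cut at about 25% in these data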;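 note: 0% = DMSO with enzyme and 100% = buffer with substrate but no TDP2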
Target sequence (O95551 whole entry, looked up): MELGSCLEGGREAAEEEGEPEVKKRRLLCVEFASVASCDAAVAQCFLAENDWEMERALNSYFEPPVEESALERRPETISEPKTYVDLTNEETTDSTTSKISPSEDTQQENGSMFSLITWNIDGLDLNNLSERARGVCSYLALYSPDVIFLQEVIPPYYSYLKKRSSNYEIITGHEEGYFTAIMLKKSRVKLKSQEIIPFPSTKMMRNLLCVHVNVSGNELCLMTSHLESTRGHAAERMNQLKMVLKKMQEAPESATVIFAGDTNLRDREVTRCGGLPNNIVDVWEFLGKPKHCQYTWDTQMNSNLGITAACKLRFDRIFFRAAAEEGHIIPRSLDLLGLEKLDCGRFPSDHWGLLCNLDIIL
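Material: recombinant human TDP2; quantity: TDP2 enzyme at 120 nM final; medium: Tris-HCl pH 7.5 with MgCl2; compound: single concentration, 12.8 µM nominal, with 1% DMSO; incubation: 2 h enzyme incubation at 37 °C; signal: epi absorbance; measure: percent inhibition; benchmarks: high control without enzyme, low control DMSO plus TDP2; repeats: singlicate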
HTRA1 inhibitor: HTRA1 (human) protease inhibition | Q92743 | recombinant HTRA1, FP-rhodamine activity-based probe, fluorescence polarization | inhibition, % at 5.96 µM | 340,000 tested, 0.5% active | AID 504803; in the data active = inhibition above about 36%;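 note: 0% = enzyme with DMSO and 100% = wells lacking enzyme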
TCR-CD3 inh: inhibitors of human TCR-CD3 interaction. 360,000 tested, 0.37% active. inhibition, % at 9.4 µM. TAMRA-labeled TCR probe fluorescence, biochemical; in the data active = inhibition above about 19%;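 note: recombinant mutant TCR 2C K166C tagged with TAMRA read by polarization; 0% = receptor in buffer alone and 100% = receptor with positive control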
Rev-erbA mod: modulates human Rev-erb alpha binding to DNA. activity, % at 10 µM. AID 1259318. Rev-erbα–FITC-DNA binding, fluorescence polarization, 90 min. 370,000 tested, 0.79% active. P20393;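 active = activity above about 14%, limit read from the data; passing the limit was not always enough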;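 note: 0% = DMSO wells with 35 nM protein and 100% = DMSO wells with 750 nM protein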
PRMT1 inh: PRMT1 (human) inhibition, primary screen; Q99873; recombinant PRMT1, activity-based probe fluorescence polarization; inhibition, % at 2.79 µM; 370,000 tested, 1.3% active; AID 652257;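 active = inhibition above about 21% made by adding two undisclosed values, limit read from the data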
LEDGF integ inh: blocks HIV-1 LEDGF/p75-dependent DNA integration | inhibition, % at 3.7 µM | TR-FRET IN-LEDGF/p75 DNA integration, Eu/Cy5 | 370,000 tested, 0.64% active;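 active = inhibition above the screen-wide mean plus 3 SD, cut at about 13% in these data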;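 note: signal is the Cy5 over europium emission ratio at 671 and 618 nm; 0% = plate median of compound wells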
SIAE inh: blocks human sialic acid acetylesterase. inhibition, % at 9.66 µM. 370,000 tested, 0.69% active. Q9HAT2. AID 1053197. SIAE FP-Rh probe binding, fluorescence polarization;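 active = inhibition above a cutoff: mean of compounds within the control limits plus 3 SD of those, cut at about 17% in these data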;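 note: 0% = plate median of compound wells and 100% = probe without SIAE protein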
ABHD4 inh: inhibits mouse alpha/beta hydrolase domain 4; Q8VD66; purified mABHD4, FP-Rh probe fluorescence polarization; inhibition, % at 8.92 µM; 370,000 tested, 0.54% active; AID 720543;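 active = inhibition exceeding the mean over every tested compound plus 3 SD, cut at about 30% in these data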;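 note: 0% = plate median of compound wells and 100% = S159A mutant with DMSO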
Target sequence (Q8VD66 whole entry, looked up, the tested form may be a part): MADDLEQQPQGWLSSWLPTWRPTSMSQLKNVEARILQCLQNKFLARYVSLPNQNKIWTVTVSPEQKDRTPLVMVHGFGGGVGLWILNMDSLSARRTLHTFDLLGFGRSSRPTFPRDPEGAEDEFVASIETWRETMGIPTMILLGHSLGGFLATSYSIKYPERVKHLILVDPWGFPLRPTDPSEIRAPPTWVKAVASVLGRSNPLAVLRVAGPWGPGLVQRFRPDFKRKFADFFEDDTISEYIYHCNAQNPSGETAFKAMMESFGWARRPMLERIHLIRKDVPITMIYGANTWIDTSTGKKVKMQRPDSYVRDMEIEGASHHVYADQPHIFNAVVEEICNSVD
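Test system: mABHD4 protein | Buffer or medium: HEPES pH 7.0 buffer, 150 mM NaCl, 0.01% Pluronic F-127 | Probe or stimulus: FP-Rh fluorescent activity-based probe, added after compound pre-incubation | Timing: Pre-incubation 45 min, probe exposure 60 min, at 25 °C | Technique: Fluorescence polarization, excitation 525 nm, emission 598 nm, BODIPY TMR filters | Repeats: Single well per compound (singlicate)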
rCAG RNA binder: r(CAG) repeat RNA binding; inhibition, % at 3 µM; TO-PRO-1 dye displacement fluorescence; 370,000 tested, 1.3% active;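 active = inhibition above the plate cutoff, the mean of all test compounds on that plate plus 3 SD, cut at about 35% in these data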;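 note: 0% = DMSO alone and 100% = 100 µM mitoxantrone as full dye displacement; higher means more dye released from RNA so lower well fluorescence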
The depositor's hits bear a star; . = no result given.

Under each structure: PG9 Ab binder	TDP2 absorb	HTRA1 inhibitor	TCR-CD3 inh	Rev-erbA mod	PRMT1 inh	LEDGF integ inh	SIAE inh	ABHD4 inh	rCAG RNA binder
1. Cc1ccc(S(=O)(=O)Nc2ccccc2F)cc1C(=O)NCc1ccco1
    0.4	-6	5	-9	3	0	-3	-2	4	8
2. CSc1ccc(CN2CCC2(C)C(=O)NCc2cccs2)cc1 (configuration not stated)
    -0.8	6	.	-1	-5	2	2	6	-1	0
3. COC(=O)Nc1csc2c1NC(=O)CCCC2
    -0.8	3	8	-6	-6	2	-2	-1	-3	0
4. CCCOc1cccc(C(=O)Nc2nnn(CCC)n2)c1
    -0.2	6	2	1	4	-2	-3	7	7	-4
5. COc1ccc(NC(=O)CN2CCN(S(=O)(=O)c3ccc(Br)cc3)CC2)c(OC)c1
    -1.6	10	4	2	-1	-1	0	-1	2	-1
6. O=C(CN1C(=O)C2CC=CCC2C1=O)Nc1ccc(F)cc1F (configuration not stated)
    3.1	-14	2	-7	1	6	-6	0	-4	3
7. Cc1oc(-c2ccc(Cl)cc2)nc1CS(=O)CC(=O)NCCN1CCCC1 (configuration not stated)
    -2.0	-5	1	-2	-2	2	-3	2	6	2
8. COCCNC(=O)Cn1cc(S(=O)(=O)N2CCN(c3ccccc3F)CC2)c2ccccc2c1=O
    -1.6	-14	-9	4	-3	-1	-5	3	-4	-1
9. CCO[C@@H]1OC(C(=O)NCc2nc3ccccc3[nH]2)=C[C@H](C2CC2)[C@H]1CCCO
    -1.2	0	9	6	4	-4	-3	3	10	-8
10. O=C(CC1CCCCC1)NCc1ccccc1Cl
    -1.0	11	-8	1	8	-6	2	9	-2	-4
11. COC(=O)C1CN(Cc2ccccc2)CCS(=O)(=O)N1Cc1ccccc1F (configuration not stated)
    .	-2	.	.	-1	-3	0	-1	1	1
12. COCCn1c(SCC(=O)Nc2ccc(F)cc2F)nc2c([nH]c3ccccc32)c1=O
    -1.2	-11	9	2	1	6	-8	2	-4	2
13. CCC(C)[C@H](NC(=O)NCc1cccc(OC)c1)C(=O)OC (some centres not stated)
    -0.1	-11	2	-1	1	1	1	-4	-19	2
14. Cc1cc(C)nc(N(C#N)S(=O)(=O)c2ccccc2)n1
    -2.5	0	-4	-2	-2	-1	3	1	3	-2
15. COc1ccc(/C(O)=C2/C(=O)C(=O)N(CCCC(=O)O)C2c2ccc(OC)c(OC)c2)cc1 (configuration not stated)
    -1.0	1	3	3	9	0	1	6	2	2
16. CCOC(=O)c1cc(-c2nnc(-c3ccc(Oc4ccccc4)cc3)o2)c(C)nc1C
    1.3	-3	6	8	1	-4	5	-2	2	2
17. O=C(c1cc(-c2ccc(Cl)c(Cl)c2)on1)N1CCCCCC1
    -0.6	-7	3	-2	-1	0	4	4	3	-3
18. O=S(=O)(NCc1ccc2c(c1)OCO2)c1cccc2nsnc12
    -1.7	11	1	-3	2	3	-5	6	-7	5
19. Clc1cc(Cl)cc(Nc2ncnc(-n3cccc3)n2)c1
    -1.5	-8	.	-4	0	3	0	-6	-5	2
20. CCn1c(CNC(=O)COc2ccc(C(C)C)cc2)nnc1SCC(=O)Nc1cc(F)ccc1C
    0.9	-31	-14	-3	0	1	3	-1	-9	-4
21. Cc1ccc(OCC(=O)Oc2ccc(C)c(C)c2)cc1
    -0.3	-14	0	-3	-2	3	-3	-1	1	-7
22. OCCOCCN1CCN(C(=S)Nc2ccccc2)CC1
    1.8	1	3	-2	-1	3	-1	-5	0	-1
23. Cc1ccc(Nc2nc(N)nc(CSc3nnc(-c4ccncc4)o3)n2)cc1
    2.3	8	-2	-2	-14	-1	4	-2	-2	0
24. Cc1cc(C)nc(-n2ncc3c2CC(c2ccccc2C)CC3=O)n1 (configuration not stated)
    -3.8	-5	2	-2	4	2	3	-5	-5	-3
25. CN(CC(=O)Nc1nc2ccccc2s1)S(=O)(=O)c1ccc(Cl)cc1
    -0.4	11	-26	1	-3	4	0	-7	-16	7
26. CCC(=O)c1ccc(OCC(O)CN2CCN(c3cccc(C(F)(F)F)c3)CC2)cc1 (configuration not stated)
    1.2	2	-6	0	-1	-2	0	6	1	-6
27. O=C(Cn1ncc2ccccc21)N1CCN(c2cccc(C(F)(F)F)c2)CC1
    -2.0	-2	-7	-6	-1	-2	1	8	3	-3
28. CC(C)C(=O)Nc1nc(-c2ccc([N+](=O)[O-])cc2)cs1
    -1.0	-11	-7	3	-2	6	-4	-12	-6	3
29. O=C(COC(=O)C1CCC1)Nc1ccccc1Sc1ccccc1
    -0.8	-2	0	5	1	0	3	-1	4	-9
30. COC(=O)Cc1ccc(NC(=S)NNC(=O)c2ccccc2Br)cc1
    0.1	0	4	5	-6	-3	2	12	4	6
31. CCN=C(NCC)SC1CC(=O)N(c2ccc(OC)cc2)C1=O (configuration not stated)
    -0.4	8	7	-2	-4	2	-2	-3	5	-5
32. COc1cc(C#N)ccc1OC(=O)c1cccc(S(=O)(=O)N2CCN(C)CC2)c1
    -0.5	4	-3	8	1	3	-1	2	3	-5
33. CCCCN1C(=O)/C(=C/C=C2/CC(C)(C)CN2C)SC1=S
    -0.8	-13	2	4	84*	-50	4	4	4	-8
34. O=S1(=O)N[C@@H](Cc2ccccc2)COc2cc(NCCCN3CCOCC3)ccc21
    -1.3	-5	.	-6	8	-3	1	-3	1	2
35. O=C(Nc1cccc(-c2nc3ccccc3s2)c1)c1ccc2c(c1)OCO2
    -1.4	-16	-36	11	45*	-3	3	-23	-12	10
36. CC(C)(O)C#Cc1ccc(C(=O)NCc2cccs2)s1
    -2.9	2	3	3	2	2	1	-4	-5	-1
37. On1onc2c3cc(-c4ccccc4)nc3ccc21
    -1.3	6	2	0	9	-4	1	18*	-18	41*
38. Cc1ccc(S(=O)(=O)N2C(c3ccccc3)CC(=O)C3CN(S(=O)(=O)c4ccc(Cl)cc4)C(c4ccccc4)CC32)cc1 (configuration not stated)
    0.5	-6	.	-6	0	7	-1	-32	-1	14
39. CCc1cccc(NC(=O)CCCn2nc(C)c3c(C)n(-c4ccccc4)nc3c2=O)c1
    0.4	1	-2	2	-1	-3	5	1	1	-6
40. COc1nc(-c2ccc(Cl)cc2)ccc1-c1noc(-c2ccco2)n1
    0.3	-2	-2	-2	31*	1	2	9	-2	0
41. COc1ccc(NC(=O)CN(c2cc(C)cc(C)c2)S(=O)(=O)c2c(C)noc2C)cc1OC
    -1.3	2	2	7	-3	-2	0	3	1	1
42. CC(=O)Nc1c([N+](=O)[O-])cc(C)c(Cl)c1[N+](=O)[O-]
    -0.8	-4	0	5	-1	0	5	0	-4	2
43. CCN(C(=O)COC(=O)CCC(=O)c1ccc(C)cc1)c1c(N)n(Cc2ccccc2)c(=O)[nH]c1=O
    0.3	7	0	-3	-3	6	-4	0	5	2
44. O=C1C2C(C(=O)N1CCc1ccccc1)C1C=CC2C12CC2 (configuration not stated)
    0.1	-3	3	-4	3	-3	1	1	-9	-8
45. CC(NC(=S)Nc1ccccc1Cl)C(c1ccccc1)N1CCOCC1 (configuration not stated)
    -1.4	2	1	-7	7	-2	-2	2	-4	-3
46. COc1ccc(NC(=O)CSc2nc(C)cc(C)n2)cc1
    1.3	2	1	-6	7	-2	0	4	1	0
47. CCOC(=O)c1nnsc1NC(=O)Nc1ccc(OC)cc1
    -1.4	6	-2	2	1	2	-3	-3	-1	1
48. COc1cc(C)nc(N2CCCC(C(=O)Nc3cccc(Cl)c3C)C2)n1 (configuration not stated)
    -0.2	5	2	6	-1	0	2	5	-1	1
49. O=C(COC(=O)CNS(=O)(=O)/C=C/c1ccccc1)Nc1cccc2ccccc12
    -2.3	0	-11	-3	-1	0	3	-7	1	6
50. NNC(=O)CCCCCCCCCCOCCCCO
    2.0	-12	-25	-3	0	8	0	-5	-21	-9
51. COc1ccc(C2C(C(=O)c3ccco3)=C(O)C(=O)N2CC2CCCO2)cc1 (configuration not stated)
    1.9	12	-2	3	-2	1	-2	-5	6	1
52. CC(C)CC(=O)OCc1cn(-c2ccccc2)nn1
    -1.3	-18	-3	2	1	-4	3	-10	-11	0
53. CCCN(CC(=O)Nc1ccccc1C)C(=O)c1cccc(S(=O)(=O)N2CCN(c3ccccc3)CC2)c1
    -2.5	-10	-2	-1	-5	-5	-1	-5	-1	3
54. CC1(c2ccc(OC(F)F)cc2)NC(=O)N(CC(=O)N2c3ccccc3NC(=O)C2(C)C)C1=O (configuration not stated)
    -1.5	-9	4	-2	-2	-4	7	5	-2	2
55. O=c1cc(N2CCc3ccccc3C2)[nH]c(=O)n1Cc1ccc(F)cc1
    -1.8	-5	-25	8	0	-1	-1	2	-3	2
56. COc1ccc(N=NC2=C(O)CC(C)(C)CC2=O)cc1
    -4.2	-23	-6	0	2	-4	0	-9	0	1
57. O=C(COc1ccc(Cl)cc1)NNC(=S)NCc1ccccc1
    -1.1	-11	-4	-4	-3	8	-5	6	2	9

Assay outcomes: PubChem BioAssay, several laboratories

An excerpt. The share of hits here may be higher or lower than overall.
